# Large T inhibition – TAg ATPase/helicase activity blockers – biochemical (AID 1903). SV40 large T antigen ATPase/helicase inhibition assay; higher % means a stronger effect. inhibition, % at 20 µM; hits with a dose series show IC50 in µM. 310,000 compounds, 0.39% hits; in the data active = a potency from the dose series; inconclusive = inhibition mostly from about 32% at the one dose, without a potency; inactive = the rest, 99 in 100 with inhibition below about 32%; also: strong numbers were not always called active
# GPR55 activation – GPR55 agonists via beta-arrestin recruitment, primary screen, imaging, U2OS cells, beta-arrestin-GFP redistribution (AID 1961); activation, % at 10 µM, or EC50 in µM where a hit was titrated; 290,000 compounds, 0.048% hits; U2OS GPR55 beta-arrestin-GFP redistribution imaging; higher % means a stronger effect;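 active = activation above 40% with more than 50 cells counted in the well; inconclusive = wells holding fewer than 50 cells, flagged as toxic or sparse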;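 also: U2OS osteosarcoma cells stably expressing GPR55 and beta-arrestin-GFP; plate controls were DMSO negative control for no effect and LPI positive control for full effect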
# Rac1 GTP hydrolysis – MgcRacGAP GTPase-activating activity inhibitors, confirmation, biochemical, ADP Hunter fluorescence | AID 624330 | one-dose inhibition, % at 30 µM; IC50 in µM for titrated hits | MgcRacGAP-stimulated Rac1 GTP hydrolysis, ADP Hunter fluorescence; higher % means a stronger effect; GST-tagged Rac1 F28L mutant substrate | 340,000 compounds, 0.6% hits;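 active = first-screen hits whose inhibition reached a set limit at any dose in the follow-up dose series; inconclusive = inhibition above the set first-screen limit but never retested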;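 also: fluorescence reports GDP produced by GAP-driven GTP hydrolysis; strong numbers were not always called active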
# Yfh1-depleted yeast – mitochondrial function rescue without frataxin homolog – Friedreich's ataxia, plus single-dose screen, dose response (AID 1465); S. cerevisiae Yfh1-off respiration, WST-1 reduction, 72 h; higher fold induction means a stronger effect; one-dose fold induction at 50 µM; EC50 in µM for titrated hits; 220,000 compounds, 0.074% hits;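 active = fold induction of absorbance versus untreated yeast above a set limit, then at least 30% activation at any dose in follow-up; inconclusive = repeats straddling the limit, or above it without dose testing; inactive = fold induction below the set limit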;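 also: activators that raise dye reduction in frataxin-depleted yeast; strong numbers were not always called active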
# AID2073 – inhibitors of Mint1-CaV2.2 protein interaction, biochemical, HTRF (AID 2073). HTRF protein-protein interaction, Mint1-CaV2.2; higher % means a stronger effect. inhibition, % at 20 µM, or IC50 in µM where a hit was titrated. 290,000 compounds, 0.19% hits; in the data active = inhibition mostly above about 51%, no sharp cut-off; inconclusive = no clear call, values can overlap the other calls; inactive = mostly below about 53%; also: some results filed as inactive read as strong as hits
# GPR55 antagonists – GPR55 antagonists blocking LPI-driven arrestin recruitment, primary screen, imaging, U2OS, beta-arrestin-GFP, LPI agonist (AID 2013); 290,000 compounds, 0.13% hits; U2OS GPR55 beta-arrestin-GFP translocation imaging, LPI antagonism; higher % means a stronger effect; one-dose inhibition, % at 10 µM; IC50 in µM for titrated hits;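 active = spots per cell inhibited over 60%, with over 100 cells counted and total cytoplasm intensity under 500,000; inconclusive = wells with under 100 cells, flagged as likely toxic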;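 also: U2OS cells stably carrying GPR55 and arrestin-GFP stimulated by 5 µM LPI near EC80; imaged beta-arrestin-GFP aggregate spots per cell after agonist stimulation; plate controls were LPI-stimulated DMSO wells for no effect and DMSO wells without LPI for full effect; some results filed as inactive read as strong as hits; confirmed hits need IC50 under 10 µM and bright autofluorescent wells are also inconclusive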
# NTR1 ag – agonists of NTR1, primary screen, imaging, U2OS cells, beta-arrestin-GFP, high content (AID 493036) | 330,000 compounds, 0.17% hits | activation, % at 20 µM | P30989 | NTR1-U2OS beta-arrestin-GFP spot imaging, agonist mode;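 active = activation at or above 40% of the spot to cytoplasm intensity ratio, with at least 20 cells analyzed; inconclusive = wells under 20 cells, flagged as cytotoxic or low count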;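 also: 0% = DMSO without peptide and 100% = 100 nM NTR1 peptide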
# Target sequence (P30989 whole entry, looked up): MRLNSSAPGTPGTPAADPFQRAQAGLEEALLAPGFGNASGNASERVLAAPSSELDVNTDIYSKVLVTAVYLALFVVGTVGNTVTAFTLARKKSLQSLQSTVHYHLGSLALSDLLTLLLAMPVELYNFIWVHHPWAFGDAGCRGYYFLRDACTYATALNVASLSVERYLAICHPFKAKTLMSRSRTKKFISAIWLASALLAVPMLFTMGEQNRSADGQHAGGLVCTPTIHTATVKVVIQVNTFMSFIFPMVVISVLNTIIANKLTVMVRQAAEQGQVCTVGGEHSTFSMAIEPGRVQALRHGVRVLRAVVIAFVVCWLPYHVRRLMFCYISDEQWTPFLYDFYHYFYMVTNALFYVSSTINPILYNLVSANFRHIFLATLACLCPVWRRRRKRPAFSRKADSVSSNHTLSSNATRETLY
# GPR35 antagonists – inhibition of zaprinast-stimulated GPR35 beta-arrestin translocation – imaging, U2OS, beta-arrestin-GFP, zaprinast agonist, primary screen (AID 2058); 290,000 compounds, 0.052% hits; one-dose inhibition, % at 10 µM; IC50 in µM for titrated hits; U2OS GPR35 beta-arrestin-GFP translocation imaging, zaprinast antagonism; higher % means a stronger effect;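 active = inhibition of at least 50% with at least 30 cells and total cytoplasm GFP at most 10,000,000; inconclusive = under 30 cells or total GFP of 10,000,000 plus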
# NS5 inhibitors – flavivirus cap methylation enzyme inhibition – biochemical, confirmation dose response, primary screen (AID 588689); Dengue-2 NS5 methyltransferase capping enzyme assay, biochemical; higher % means a stronger effect; inhibition, % at 25 µM; hits with a dose series show IC50 in µM; 340,000 compounds, 0.3% hits; in the data active = a potency from the dose series; inconclusive = inhibition above about 29% without an active follow-up result
# NTR1 ag cell count 20 µM – recorded beside NTR1 ag, whose call it bears; cell count; measured here: cell count, cytotoxicity flag
# NS5 inhibitors pilot replicate – also measured in NS5 inhibitors; calls as there; inhibition, %; measured here: pilot screen replicate inhibition
# * = called active by the depositor; i = inactive; ? = inconclusive; nt = no result given. Not a hit list; 1.7% or so of the library scored in one or more.
SMILES,Large T inhibition,GPR55 activation,Rac1 GTP hydrolysis,Yfh1-depleted yeast,AID2073,GPR55 antagonists,NTR1 ag,NTR1 ag cell count 20 µM,GPR35 antagonists,NS5 inhibitors,others
Cc1ccc(OCC(=O)N2CCN(C(=O)c3ccco3)CC2)cc1,-0.4%,-0.1%,-0.2%,i,-0.6%,-3.8%,-0.9,56,-17.9%,-5.8%,
Nc1ccccc1SCc1c(Cl)cccc1Cl,9.3%,-0.2%,-2.3%,i,16.2%,6.4%,0.4,35,-6.6%,3.1%,
O=C(Nc1ccccc1Oc1ccccc1)c1cc([N+](=O)[O-])ccc1Cl,8.4%,-0.3%,-5.4%,i,7.3%,3.6%,10.5,73,-9.8%,1.9%,
COc1ccccc1CN1C[C@@H]2C[C@@H](c3ccc(Cl)cc3)N3CCC[C@@]23C1=O,nt,-0.1%,3.3%,i,-10.8%,-0.3%,-0.6,99,-13.3%,-2.9%,
COc1ccc(OC)c(/C=N\NC(=O)c2ccc(-c3ccccc3)cc2)c1,16.2%,-0.1%,6.6%,nt,37.6%,17.7%,-0.6,63,-13.2%,3.3%,
O=C(NC1CCCCC1)[C@@H]1CC=C[C@@H]2CCN(C3CCCCC3)C(=O)[C@@H]21,4.1%,nt,4.5%,i,nt,nt,2.3,96,nt,8.0%,
O=C1CC(N(CCc2ccccc2)C(=S)Nc2cc(Cl)ccc2Cl)C(=O)N1c1c(Cl)cccc1Cl (stereo unspecified),11.0%,-0.1%,14.1%,nt,0.4%,13.9%,-1.7,82,-3.1%,-2.4%,
Cc1cc(=O)oc2c1ccc1ccccc12,13.6%,0.0%,8.5%,nt,?,-0.9%,1.6,62,7.3%,-1.6%,
Cn1c(C(=O)NCCN2CCOCC2)cc2c(=O)n3ccccc3nc21,13.3%,-0.1%,-2.4%,nt,?,-14.0%,-1.2,42,-3.2%,0.0%,
COc1ccc(-n2c(=O)c3c4c(sc3n(CC(=O)NCC3CCCO3)c2=O)CCCC4)c(OC)c1 (stereo unspecified),1.0%,-0.7%,-1.3%,i,-6.1%,8.7%,0.5,72,0.9%,-4.0%,
COCCn1cc(C(=O)NCc2cccs2)c2c3ccccc3n(C)c2c1=O,-1.2%,0.0%,7.3%,i,-23.6%,3.0%,3.9,86,5.8%,5.6%,
CCOC(=O)CCP(=O)(O)C(C)(O)c1ccccc1 (stereo unspecified),2.5%,-0.1%,-2.1%,i,0.9%,8.0%,0.7,50,6.3%,-5.5%,
CC(=O)c1cc(NC(=O)c2ccccc2)c(=O)oc1/C=C/N(C)C,12.0%,-0.1%,11.4%,i,8.8%,11.5%,0.2,80,8.7%,-74.4%,NS5 inhibitors pilot replicate=33.1
Cn1ccsc1=NC(=O)c1cc(S(=O)(=O)N2CCOCC2)ccc1F,23.3%,nt,0.4%,nt,nt,nt,-0.9,58,nt,7.2%,
O=C(NCc1ccccc1)C1=C[C@H](c2csc3ccccc23)C[C@H](OCCCCO)O1,11.5%,-0.2%,5.8%,i,-1.1%,2.4%,4.5,77,-11.6%,-6.5%,
CCCCOc1ccc(CN=C(N)N)cc1Cl,5.3%,-0.3%,7.2%,i,9.0%,-7.8%,0.2,62,-7.1%,-0.8%,
Cc1cc2c(cc1S(=O)(=O)CCC(=O)N1CC(C)CC(C)C1)OCC(=O)N2 (stereo unspecified),-6.5%,0.5%,4.2%,nt,-5.7%,-10.3%,-1.6,59,9.4%,1.4%,
CC(C)Oc1ccc(-c2cc(=O)[nH]c(=O)[nH]2)cc1,3.6%,0.4%,-1.1%,i,5.8%,10.2%,-0.9,41,17.7%,-6.2%,
COc1ccc(CC(=O)N/N=C(\C)c2cccs2)cc1,-4.8%,0.5%,0.0%,nt,3.4%,-0.4%,-1.2,51,14.1%,-9.5%,
CC(C)NC(=O)c1ccccc1NC(=O)CCc1ccccc1,11.3%,0.6%,1.1%,i,-3.0%,4.7%,1.1,83,6.4%,3.0%,
CN(N)c1nc2ccccc2nc1C(F)(F)F,-0.4%,0.0%,nt,i,8.0%,-7.6%,-0.5,43,1.8%,nt,
CN(C(=O)COc1ccc(Cl)cc1Cl)C1(C)CCS(=O)(=O)C1 (stereo unspecified),8.2%,nt,3.8%,nt,nt,nt,0.5,54,nt,-0.7%,
CC1CCCCC1NS(=O)(=O)c1ccc(S(=O)(=O)N2CCN(CCC#N)CC2)cc1 (stereo unspecified),2.8%,-0.3%,-5.9%,i,-5.6%,8.8%,1.7,66,15.2%,-0.7%,
CCCCN(CC)CCCNC(=O)c1cn(CC)c2ccc(S(=O)(=O)N3CCc4ccccc4C3)cc2c1=O,1.4%,-0.3%,-0.7%,i,-2.4%,11.0%,4.3,33,-1.4%,-3.9%,
OC(COCc1ccc(Cl)cc1)CN1CCN(c2ccccn2)CC1 (stereo unspecified),7.6%,-0.2%,2.1%,i,-2.7%,1.4%,1.7,40,-11.7%,2.9%,
CCC(Oc1ccccc1F)C(=O)NCCCn1ccnc1 (stereo unspecified),2.2%,0.3%,0.8%,nt,6.7%,-20.0%,0.4,38,1.5%,-1.8%,
COc1ccc(-c2ccc(SCC(=O)NC3CCCCC3)nn2)cc1,6.8%,0.7%,11.4%,nt,16.0%,5.1%,1.1,41,5.2%,0.8%,
COc1ccc2[nH]c(=O)c(CN(C(=O)c3cccnc3)c3cccc(C)c3)cc2c1,2.9%,-0.1%,8.1%,i,5.8%,3.1%,1.3,59,6.2%,-3.2%,
CC12CCC(C(=O)N(CCCCN3CCN(c4ccccn4)CC3)C1=O)C2(C)C (stereo unspecified),-1.8%,0.0%,6.8%,nt,9.8%,5.9%,0.5,57,2.9%,-4.0%,NS5 inhibitors pilot replicate=-0.3
Cc1ccc(CS(=O)(=O)CCC(=O)N2CCOCC2)cc1,21.0%,-0.1%,3.7%,i,12.4%,7.3%,1.0,45,2.9%,-1.4%,
COc1ccc(NC(=O)Cc2nnc(SCC(=O)c3ccccc3)n2C)cc1,32.3%,-0.1%,4.6%,nt,1.4%,-5.1%,0.7,44,2.4%,-10.6%,
CCOC(=O)c1ccc(NC(=O)CNC(=O)C2CCCCC2)cc1,3.2%,0.2%,2.5%,i,-2.9%,12.4%,-0.1,62,4.4%,0.0%,
Cc1cc(NC(=O)CCC(=O)N(Cc2cccs2)C(C(=O)NC2CCCC2)c2cccnc2)no1 (stereo unspecified),12.5%,-0.2%,3.7%,i,-14.4%,15.4%,-0.9,56,7.7%,-1.6%,
COc1ccc(N2C(=NC(=O)C3CCCO3)SC3CS(=O)(=O)CC32)cc1 (stereo unspecified),4.6%,0.5%,-3.8%,nt,-2.2%,-1.5%,1.1,75,6.0%,-13.8%,
O=C(O)CCCCC1CCSS1 (stereo unspecified),?,-0.3%,-4.0%,i,101.1%*,4.5%,nt,nt,-3.4%,-6.7%,
CCOc1ccc(-n2c(C)c(C(C)=O)c3cc(OC(C)=O)ccc32)cc1,3.7%,0.2%,8.2%,nt,3.9%,-2.3%,7.1,67,-1.3%,-1.3%,NS5 inhibitors pilot replicate=-7.3
O=C1/C(=C\c2ccccn2)SC(=S)N1Nc1ncc(C(F)(F)F)cc1Cl,19.5%,-0.1%,20.8%,i,-21.8%,2.2%,4.1,57,2.3%,0.0%,
S=c1[nH]nc(-c2cc(-c3ccccc3)n[nH]2)n1/N=C/C=C/c1ccccc1,11.6%,0.2%,18.0%,?,-0.5%,1.2%,3.6,56,-2.9%,-2.3%,
COc1ccc(Nc2nc3ccccc3nc2NS(=O)(=O)c2cccs2)cc1,-3.1%,-0.1%,7.3%,i,9.3%,-9.1%,4.6,73,3.5%,24.6%,
CCn1c(=NC(=O)CS(=O)(=O)c2ccccc2)sc2cccc(OC)c21,13.1%,nt,3.6%,nt,nt,nt,4.7,51,nt,0.7%,
Cc1cc(SC(C)C(=O)Nc2c(C)n(C)n(-c3ccccc3)c2=O)nc2ccccc12 (stereo unspecified),12.2%,0.2%,12.7%,i,-6.4%,13.5%,0.6,42,9.4%,6.0%,
CCc1ccc(N2C(=O)CN(CC(=O)OC)C2=S)cc1,-2.5%,0.2%,-0.3%,?,14.2%,4.6%,0.0,24,-1.9%,-5.5%,
O=C(O)c1cc(S(=O)(=O)N2CCCCCC2)c(Cl)cc1Cl,5.3%,-0.3%,2.3%,i,-0.5%,-8.3%,-0.2,62,13.8%,2.8%,
c1ccc(CCn2nnnc2C(c2cccnc2)N2CCN(c3nc4ccccc4s3)CC2)cc1 (stereo unspecified),5.3%,0.7%,2.4%,i,-4.7%,0.6%,5.7,52,3.9%,-4.8%,
O=C(Oc1ccc([N+](=O)[O-])cc1)c1ccc(Cl)c(S(=O)(=O)N2CCCCC2)c1,-20.0%,0.6%,nt,i,-5.2%,-10.8%,-0.8,77,-3.3%,nt,
Cc1nn(-c2ccccc2)nc1-c1nnc(-c2ccc(C(F)(F)F)cc2)o1,1.7%,0.0%,12.6%,i,-13.1%,11.5%,0.2,40,-5.8%,2.3%,
CC(C)CCNC(=O)c1onc(CSc2ccncc2)c1C(=O)NCCC(C)C,20.9%,-0.2%,8.5%,i,13.0%,3.5%,5.0,74,-7.0%,-2.4%,
COc1ccc(-c2csc(NC(=O)CSc3n[nH]c(N)n3)n2)cc1,13.8%,-0.2%,16.7%,i,14.4%,7.8%,-0.1,51,12.2%,2.2%,
CC(NC(=O)Cn1cc2c(n1)CCCCC2)c1ccccc1 (stereo unspecified),3.1%,0.8%,0.6%,i,-3.3%,8.6%,1.0,54,3.5%,-2.9%,
Cc1ccc(S(=O)(=O)NC(C)(C)CSc2nnc(Nc3ccccc3)s2)cc1,8.8%,-0.1%,4.6%,i,18.9%,-5.1%,9.4,85,-1.2%,-8.1%,
CCc1ccc[n+](-c2nc3ccccc3nc2C(=C=[N-])C#N)c1,11.3%,-0.1%,5.0%,i,23.9%,10.4%,-0.8,64,5.4%,3.2%,
O=C(O)CCC(CNS(=O)(=O)c1ccccc1)C(F)(F)F (stereo unspecified),11.9%,-0.5%,-0.5%,i,6.1%,14.4%,-0.5,58,7.9%,-2.2%,

# Screens (PubChem)
